IDE cell activ = human IDE activators in live cells, primary screen, fluorescence polarization, HEK cells, FAbeta-B substrate. AID 493087, 2011. activation, % at 5.96 µM. Insulin-degrading enzyme (Homo sapiens), P14735. 340,000 tested, 0.073% active. FAbeta-B cleavage; 0% vehicle, 100% cell-free pure enzyme wells;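 active = activation above the mean of all tested compounds plus 3 SD, set per screening campaign, cut at about 17% in these data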
GalR3 antag = GalR3 antagonists in HEK293 cells, primary screen, cell-based, fluorescence readout; inhibition, % at 3 µM; HEK293 GalR3-CNG cAMP membrane potential fluorescence; galR3 body fused to GalR1 C-terminus; AID 651719, 2012; 360,000 tested, 0.44% active; Galanin receptor type 3 (Homo sapiens), O60755;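 active = inhibition above the screen-wide average plus 3 SD, cut at about 13% in these data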;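 also: forskolin and galanin both at EC90 stimulate the cells; cAMP rise reported by CNG channel membrane potential dye signal; 0% = forskolin plus galanin with DMSO and 100% = forskolin alone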
Target sequence (O60755 1-299 limits assumed): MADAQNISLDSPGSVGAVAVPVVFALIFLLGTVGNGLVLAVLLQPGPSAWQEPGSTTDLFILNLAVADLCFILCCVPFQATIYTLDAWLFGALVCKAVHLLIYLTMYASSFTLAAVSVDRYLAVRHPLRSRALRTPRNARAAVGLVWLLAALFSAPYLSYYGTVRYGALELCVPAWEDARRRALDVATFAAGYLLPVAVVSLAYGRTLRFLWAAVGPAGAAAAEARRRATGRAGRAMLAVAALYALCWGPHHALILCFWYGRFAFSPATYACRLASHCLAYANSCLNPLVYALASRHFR
CRFR2-BP antag = antagonists of CRF-BP/CRF-R2 complex, primary screen, cell-based, HEK293, calcium dye fluorescence, uHTS; CRF-induced calcium fluorescence; AID 588475, 2011; 350,000 tested, 0.59% active; inhibition, % at 11.8 µM;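 active = inhibition of the ligand-induced calcium signal above about 50% at the single tested concentration, limit read from the data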
An asterisk follows results filed as active. Only part of the results is shown (hit frequency here may not be typical).

Every second line gives: CRFR2-BP antag	IDE cell activ	GalR3 antag
CN1CCC(=C2c3ccccc3Sc3ccccc32)CC1
  -12	3	-8
C=CCN([C@H](C(=O)OC)C(C)C)S(=O)(=O)CCNCc1ccccc1
  -4	3	-7
CN(C)C(=O)CCc1ccc2c3c([nH]c2c1)[C@]1(CCC2CCCC2)[C@@H](C(=O)N2CCOCC2)C[C@H](CC(=O)NC(C)(C)C)C(=O)N1CC3
  -5	4	-4
CCCC1(C)C(C#N)C(=O)NC(=O)C1C#N (configuration not stated)
  3	0	-4
COc1ccc(C2/C=C\CN(CC(C)C)CC(=O)N2Cc2cccc(F)c2)cc1 (configuration not stated)
  12	-1	-10
O=C1OC(c2ccccc2)Cc2cc(C(=O)N3CCN(c4ccc(F)cc4)CC3)ccc21 (configuration not stated)
  2	3	4
Cc1cc(C)c(NC(=O)c2ccc3nccnc3c2)c(C)c1
  12	0	-4
CC(NS(=O)(=O)c1cccc(C(=O)N(C)Cc2ccc(N3CCOCC3)cc2)c1)c1ccccc1 (configuration not stated)
  -7	5	-5
CCN(C(=O)c1cccc(S(=O)(=O)N2CCCCC2)c1)C1CCS(=O)(=O)C1 (configuration not stated)
  11	2	0
COc1cc([N+](=O)[O-])c2nc(C(=O)O)ccc2c1
  9	4	-1
Cc1cnc(NC(=O)c2ccc3ncsc3c2)s1
  1	2	-6
CC(C)(COC(=O)c1ccccc1)N1CC2CCC(C1)O2
  -20	3	4
COc1cc(OC)c2c(-c3cccc(-c4ccc(N(C)C)cc4)c3)cc(=O)oc2c1
  1	-2	-2
Cc1cc(C)c(NS(=O)(=O)c2ccccc2)c(C)c1
  20	4	-8
Cc1c(C(=O)O)sc(S(=O)(=O)N2CCN(C(=O)CCc3ccccc3)CC2)c1C(=O)O
  -2	6	-3
Nc1ccc(C(=O)NN2C(=O)[C@H](Cl)C2c2ccc(Cl)cc2)cc1 (some centres not stated)
  11	-3	-2
O=C(CCCC(=O)NN=Cc1ccc(Cl)cc1Cl)NN=Cc1ccc(Cl)cc1Cl
  -15	5	-6
CCOC(=O)C1=NNC(C(=O)OCC)C1C(=O)OCC (configuration not stated)
  -11	3	-4
Cn1c(N)nc2nc[nH]c2c1=S
  -5	3	-5
CN(CC(=O)Nc1ccc(F)cc1)C(=O)C1Cc2ccccc2CN1S(C)(=O)=O (configuration not stated)
  -9	1	-1
CCN(CC)C(=O)[C@H]1C[C@H](CC(=O)NCCc2ccccn2)C(=O)N2CCc3c([nH]c4cc(-c5ccco5)ccc34)[C@]12C
  2	8	-7
O=C1NC(=S)NC1=Cc1ccc(Cl)cc1Cl
  6	3	-2
O=C1c2ccccc2N[C@@H]2C=CC[C@@H]2N1O
  0	-2	-2
O=C(NNC(=O)c1ccncc1)Nc1ccc(Cl)cc1
  3	0	-5
COc1cc(C)cc(C(=O)C=Cc2ccccc2)c1O
  -8	6	-2
O=C1CCCCC1Nc1ccc(Cl)cc1 (configuration not stated)
  8	-3	-7
CC(NCCN(C)C)C1CCC2C3CCc4cc(O)ccc4C3CCC12C (configuration not stated)
  10	4	-7
C=CCCN([C@H](CO)Cc1ccccc1)S(=O)(=O)c1ccccc1Br
  -1	1	-7
CN(c1ccccc1)S(=O)(=O)c1cccc(NC(=O)CN2C(=O)NC3(CCCC3)C2=O)c1
  -15	3	0
CCC1(C(N)=O)CC2C=CC1C2 (configuration not stated)
  -22	-1	-3
c1ccc(CN2CCOCC2)nc1
  -3	2	-4
Cc1ccc(S(=O)(=O)NCc2ccccc2)cc1C(=O)N1CCN(S(=O)(=O)c2ccccc2)CC1
  7	2	-4
CC1=C(c2ccccc2)C=NNCC1=O
  -11	-2	-1
Cc1c(C)c([N+](=O)[O-])c(C)c(C)c1N
  -3	5	-4
CC(OC(=O)CC(C)c1ccccc1)C(=O)Nc1ccc(Cl)cn1 (configuration not stated)
  4	4	-5
Cc1csc(=O)n1CCC(=O)OCc1nnc(-c2ccc(Cl)cc2)o1
  13	1	3
CN(CCc1ccccc1)C(=O)c1ccc(NC(=O)Cc2ccc(NC(=O)C3CCN(C(=O)C4CCC4)CC3)cc2)cc1
  -1	4	-6
COc1ccc2oc(C(=O)N3CCN(S(=O)(=O)c4c(C)c(C)cc(C)c4C)CC3)c(C)c2c1
  -12	8	-6
CN1C(=O)CCC2(c3ccccc3)CC=C(O)C=C12 (configuration not stated)
  -19	5	-6
COc1cccc(CN(c2ccccc2C(=O)O)S(=O)(=O)c2ccc(C)cc2)c1
  23	0	10
O=C(/C=C/c1cccc(Cl)c1Cl)OCC(=O)N1CCOCC1
  -6	5	-4
CCOc1cc(N2CCOCC2)c(OCC)cc1NC(=O)COC(=O)c1ccccc1OC(F)F
  22	1	1
Cc1cn(C2CCCCC2)c(=O)n(-c2ccccc2)c1=O
  2	0	-4
O=c1[nH][nH]c(=O)c2nc(Nc3ccccc3)ncc12
  5	2	-5
CN(Cc1ccccc1)C(=O)c1ccc(NC(=O)Cc2ccc(NC(=O)C3CCN(S(=O)(=O)c4cccc([N+](=O)[O-])c4)CC3)cc2)cc1
  8	-1	-4
O=C(Nc1ccc(S(=O)(=O)Nc2ncccn2)cc1)C1CC(=O)N(c2ccccc2)C1 (configuration not stated)
  -4	5	-2
O=C(O)c1ccccc1C(=O)c1cccc2c(F)cccc12
  14	8	-5
CCOC(=O)C1=C(C)NC(C)=C(C(=O)OCC)C1C(=O)OCC(=O)NC(C)c1ccccc1 (configuration not stated)
  -1	1	-2
CCOC(=O)C1CCN(C(=O)c2cccc(S(=O)(=O)N3CCCc4ccccc43)c2)CC1
  11	3	-5
C=CCN(CC=C)CC(=O)Nn1c(C)ccc1C
  19	5	-6
c1ccc(C2NCCNC2c2ccccc2)cc1 (configuration not stated)
  13	1	-7
Cc1cc(OCC(=O)OCC(=O)N(C)C2CCS(=O)(=O)C2)ccc1Cl (configuration not stated)
  17	5	0
COc1ccc(C2CC(c3cccc(Cl)c3)=NN2c2ccc(S(N)(=O)=O)cc2)cc1 (configuration not stated)
  -6	-1	-7
COCCN(CC(=O)Nc1ccccc1C(F)(F)F)C(=O)/C=C/c1cc(Cl)c2c(c1)OCCO2
  3	1	-5
CC(C)N(C(=O)[C@H]1C[C@H](CC(=O)NCc2cccc(C(F)(F)F)c2)C(=O)N2CCc3c([nH]c4cc(-c5ccco5)ccc34)[C@]12C)C(C)C
  -3	5	-2
COc1ccc(C(CNC(=O)CCNS(=O)(=O)c2ccc(Br)cc2)N2CCCC2)cc1 (configuration not stated)
  -7	1	-4
CSc1nc2c([nH]1)c(=S)n(C)c(=O)n2C
  13	-3	-3
O=C(O)CCC1(CCC(=O)O)CCCC(CCC(=O)O)(CCC(=O)O)C1=O
  3	1	-5
CSc1ccccc1NC(=O)C(C)N(C)CC(=O)N1CCN(Cc2ccccc2)CC1 (configuration not stated)
  -2	-5	-1
Nc1ccccc1-c1ccc(Cl)cc1
  -5	4	-6

Continued.
Every second line gives: CRFR2-BP antag	IDE cell activ	GalR3 antag
COCCCN(C(=O)c1ccc(-c2ccc(C(C)=O)cc2)o1)c1c(N)n(CC(C)C)c(=O)[nH]c1=O
  -3	0	-6
COc1ccc(CCNC(=O)c2cc(S(=O)(=O)N3CCCCC3)ccc2Cl)cc1
  15	-5	-2
O=Cc1cc2c(cc1[B-](F)(F)F)OCO2
  -22	2	-6
CCN(CC(=O)Nc1c(F)cccc1F)C(=O)c1ccc(S(=O)(=O)N2CCCCCC2)cc1
  -3	2	-4
O=C(COC(=O)/C=C/c1ccc2ccccc2n1)NNC(=O)c1ccc([N+](=O)[O-])cc1
  -4	4	-2
O=C(COC(=O)c1cccc(Cl)c1)Nc1cc(S(=O)(=O)N2CCOCC2)ccc1N1CCOCC1
  8	3	-6
COc1ccc(S(=O)(=O)N2CCOCC2)cc1NC(=O)CCNC(=O)c1ccc(Cl)cc1
  1	5	-4
CCOc1ccc(CCNC(=O)c2ccc(C)c(S(=O)(=O)N3CCOCC3)c2)cc1OCC
  -10	4	-2
Cc1ccc(CN2CC(C(=O)N(CC(C)C)c3c(N)n(Cc4ccccc4)c(=O)[nH]c3=O)CC2=O)cc1 (configuration not stated)
  7	4	-3
CCCCn1c(N)c(N(CC(C)C)C(=O)CN2C(=O)NC3(CCC(C(C)(C)CC)CC3)C2=O)c(=O)[nH]c1=O (configuration not stated)
  -10	-4	-5
CCN(CC)C(=O)c1cccc(NC(=O)CCc2nc3sc4c(c3c(=O)[nH]2)CCCC4)c1
  47	-5	-3
C(C#CCN1CCOCC1)#CCN1CCOCC1
  4	6	-1
O=C(Cc1cccc(NC(=O)C2CCCN(C(=O)C3CCCC3)C2)c1)Nc1cccc(C(=O)N2CCOCC2)c1 (configuration not stated)
  -2	3	3
CC(C(=O)c1ccccc1)C(O)c1ccccn1 (configuration not stated)
  -1	-1	-6
O=C(Cc1c[nH]c2ccccc12)N1CCN(S(=O)(=O)c2ccc(Cl)cc2)CC1
  4	2	-2
COC(=O)c1cc(C)ccc1/C=C1/Cc2c(C)cc(C)cc2C1=O
  28	-1	-6
COC(=O)c1cc(NC(=O)COC(=O)CN2C(=O)C3CC=CCC3C2=O)cc(C(=O)OC)c1 (configuration not stated)
  5	2	-2
CCOC(=O)C1(C(=O)OCC)NC(=O)CC1C(C)C (configuration not stated)
  9	3	1
CN(C)CCNc1ccc(CO)c2oc3ccc(O)cc3c(=O)c12
  6	2	-6
Cc1ccc(NC(=O)COC(=O)CNC(=O)c2cccs2)cc1S(=O)(=O)N1CCOCC1
  -13	1	0
Cc1noc(C)c1COc1ccccc1C(=O)N1CCN(S(=O)(=O)c2ccc(F)c(F)c2)CC1
  0	4	-3
Cc1ccc(S(=O)(=O)N2CCC[C@H]2C(=O)NC2=NCCS2)cc1
  -16	-3	-6
CCOC(=O)/C=C1\CC(C(=O)OCC)Oc2ccccc21 (configuration not stated)
  2	1	-4
CCCC(=O)Nc1cc(OC)c(NC(=S)Nc2ccc(CC)cc2)cc1OC
  6	4	-2
O=C(NCC1COc2ccccc2O1)c1cc(S(=O)(=O)N2CCOCC2)ccc1F (configuration not stated)
  3	-3	-4
O=C(C(=O)N(Cc1ccccc1)Cc1ccccc1)c1c(-c2ccccc2)[nH]c2ccccc12
  3	4	-2
O=C(CC(=O)OCc1ccccc1)OCc1ccccc1
  -9	5	-4
CN1C[C@@H]2[C@@H]3C(=O)N(Cc4ccccc4)C(=O)[C@@H]3[C@](Cc3ccccc3)(C1=O)N2C(=O)c1ccc(Cl)c(Cl)c1
  -11	-1	-2
O=C(CCCOc1ccc(Cl)cc1Cl)Nc1cc(S(=O)(=O)N2CCOCC2)ccc1N1CCOCC1
  -14	3	-5
COCCN(C(=O)c1cc(-c2ccccc2Cl)nc2ccccc12)c1c(N)n(CC(C)C)c(=O)[nH]c1=O
  2	0	-7
CCCCn1c(N)c(N(CCC(C)C)C(=O)COC(=O)Cc2ccc(Cl)cc2)c(=O)[nH]c1=O
  -5	4	-1
COc1ccc(N2CCN(C(=O)c3ccc4c(c3)CC(c3ccccc3)OC4=O)CC2)cc1 (configuration not stated)
  3	-9	-1
O=[N+]([O-])c1c(NCc2ccco2)ncnc1NCc1ccco1
  9	-7	-6
CN(C)S(=O)(=O)c1cccc(C(=O)Nc2cc(S(=O)(=O)N3CCOCC3)ccc2N2CCCC2)c1
  6	-2	-6
CN(CC(=O)Nc1ccccc1Br)C(=O)c1ccccc1Sc1ccccc1C#N
  -13	-2	-5
Cc1occc1-c1nnc(SCC(=O)NC2(C#N)CCCC2)n1C
  -4	1	0
COc1ccc(NC(=O)CCNS(=O)(=O)c2ccccc2F)cc1S(=O)(=O)N1CCOCC1
  1	5	1

Rewritten with tabs: entries from further up.
Compound	CRFR2-BP antag	IDE cell activ	GalR3 antag
CN(C)S(=O)(=O)c1cccc(C(=O)Nc2cc(S(=O)(=O)N3CCOCC3)ccc2N2CCCC2)c1	6	-2	-6
COc1ccc(NC(=O)CCNS(=O)(=O)c2ccccc2F)cc1S(=O)(=O)N1CCOCC1	1	5	1
Cc1occc1-c1nnc(SCC(=O)NC2(C#N)CCCC2)n1C	-4	1	0
O=[N+]([O-])c1c(NCc2ccco2)ncnc1NCc1ccco1	9	-7	-6
CCCCn1c(N)c(N(CCC(C)C)C(=O)COC(=O)Cc2ccc(Cl)cc2)c(=O)[nH]c1=O	-5	4	-1
